RORA act – activators of orphan receptor RORA, primary screen, cell-based, luminescence | activation, % at 10 µM | CHO-K1 Gal4-RORA LBD luciferase reporter; percent increase over mock-subtracted basal signal | 1.5% of 65,000 active | Nuclear receptor ROR-alpha (Homo sapiens), P35398;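 active means activation above the mean of all tested compounds plus 3 SD, cut at about 49% in these data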;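 further: 0% = DMSO-treated RORA cells and 100% = added signal equal to DMSO minus mock-transfected cells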
Target sequence (P35398 whole entry, looked up, the tested form may be a part): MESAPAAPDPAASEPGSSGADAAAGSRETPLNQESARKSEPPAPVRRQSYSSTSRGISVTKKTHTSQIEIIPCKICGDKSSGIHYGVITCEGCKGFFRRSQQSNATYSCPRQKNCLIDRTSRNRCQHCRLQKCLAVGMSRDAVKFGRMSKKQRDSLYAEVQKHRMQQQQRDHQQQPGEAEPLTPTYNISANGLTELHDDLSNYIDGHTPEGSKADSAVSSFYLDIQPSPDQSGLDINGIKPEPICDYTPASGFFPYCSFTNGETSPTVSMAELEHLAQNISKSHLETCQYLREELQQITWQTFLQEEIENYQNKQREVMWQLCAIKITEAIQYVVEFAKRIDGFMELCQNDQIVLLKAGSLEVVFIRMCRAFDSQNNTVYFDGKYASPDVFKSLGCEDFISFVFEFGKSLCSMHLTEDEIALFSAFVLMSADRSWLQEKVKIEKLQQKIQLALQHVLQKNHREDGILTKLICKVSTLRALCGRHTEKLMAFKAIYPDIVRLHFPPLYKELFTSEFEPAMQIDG
TNAP act mid DEA – human TNAP enzyme activators, primary screen, biochemical, luminescent, intermediate phosphate acceptor level | 64,000 tested, under 10 active | purified TNAP, CDP-star luminescence, 100 mM DEA, 30 min; hits give high values; scale: 0 levamisole-inhibited, 1 vehicle-only enzyme | activation factor at 20 µM;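 active means activation factor of at least 2 at 20 µM, relative to controls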
5HT1a ag – human 5-HT1a receptor agonists, primary screen, cell-based, CHO, Ga15 NFAT-bla reporter; 5-hydroxytryptamine receptor 1A (Homo sapiens), P08908; CHO 5-HT1a Ga15 NFAT-bla reporter, FRET ratio; 0% basal, 100% maximal reference agonist; activation, % at 10 µM; 0.56% of 65,000 active; AID 567, 2006;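 active means activation above the screen-wide mean activation plus 3 SD, cut at about 19% in these data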;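 further: 0% = DMSO wells and 100% = 5-CT at EC100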
MMP13 inh – human MMP13 inhibitors, primary screen, biochemical, FRET peptide cleavage; Collagenase 3 (Homo sapiens), P45452; MMP-13 fTHP FRET cleavage, Mca fluorescence; inhibition, % at 4 µM; 0.07% of 65,000 active; AID 570, 2006;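 active means inhibition above the mean of compound-free control plate wells plus 3 SD, cut at about 14% in these data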;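 further: 0% = DMSO wells and 100% = wells with reference MMP-13 inhibitor after basal subtraction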
5-HT1A blocker – human 5-HT1a receptor antagonists, primary screen, cell-based, CHO, Ga15 NFAT-bla reporter. CHO 5-HT1a Ga15 NFAT-bla reporter, antagonist mode. inhibition, % at 10 µM. 0.68% of 62,000 active. AID 612, 2007. 5-hydroxytryptamine receptor 1A (Homo sapiens), P08908;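 active means inhibition above the mean of all tested compounds plus 3 SD, cut at about 43% in these data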;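 further: receptor stimulated by 5-CT agonist at 100 nM near EC80; beta-lactamase reporter measured by ratiometric fluorescence of a cleavable substrate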
NADH coupling – inhibitors of PK/LDH coupling enzymes, profiling panel, artefact control, biochemical, MLSMR library | coupled PK/LDH NADH assays, four targets | IC50, µM (top dose mostly 10 µM), without a hit: top-dose inhibition | 0.02% of 65,000 active | AID 774, 2007;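 active means single-dose screening hits from any of four coupled enzyme assays that gave an IC50 when retested across doses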;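 further: the DPM-DC format reads NADH fluorescence rather than 340 nm absorbance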
SF1 activator – activators of human SF-1, primary screen, cell-based, CHO-K1, Gal4-SF-1 LBD, luciferase luminescence. Steroidogenic factor 1 (Homo sapiens), Q13285. CHO-K1 Gal4-SF-1 LBD luciferase reporter; % increase over DMSO SF-1-specific signal. activation, % at 10 µM. 1.9% of 65,000 active. AID 522, 2006;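 active means activation above the mean activation of all tested compounds plus 3 SD, cut at about 50% in these data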
Target sequence (Q13285 whole entry, looked up, the tested form may be a part): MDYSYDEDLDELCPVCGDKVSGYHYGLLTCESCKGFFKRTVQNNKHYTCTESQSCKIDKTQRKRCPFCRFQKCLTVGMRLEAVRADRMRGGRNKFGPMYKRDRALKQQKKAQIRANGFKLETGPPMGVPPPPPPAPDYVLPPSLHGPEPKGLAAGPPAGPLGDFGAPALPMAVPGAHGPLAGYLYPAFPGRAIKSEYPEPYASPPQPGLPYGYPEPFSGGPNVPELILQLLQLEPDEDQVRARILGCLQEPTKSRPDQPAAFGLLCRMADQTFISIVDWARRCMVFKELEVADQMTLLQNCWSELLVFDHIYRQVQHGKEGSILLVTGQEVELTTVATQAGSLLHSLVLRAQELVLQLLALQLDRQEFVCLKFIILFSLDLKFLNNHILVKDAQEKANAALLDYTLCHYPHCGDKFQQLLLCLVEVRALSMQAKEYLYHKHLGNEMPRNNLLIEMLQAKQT
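Material: CHO-K1 cells with Gal4–hSF-1 LBD chimera plus Gal4-driven luciferase / Input: 4,000 CHO-K1 cells per well / Incubation: compound exposure 20 h at 37 °C / Signal: luminescence read 15 min after SteadyLite luciferase reagent, after room-temperature equilibration / Read-out: percent activation versus DMSO / Benchmarks: DMSO negative control and −SF1 background wells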
Fluor 339 460 – intrinsic fluorescence of library compounds, ex339/em460 – biochemical, MLSMR library, data from DPM-DC assay, artefact control, profiling panel | fluorescence fold increase at 10 µM | AID 709, 2007 | 5.5% of 65,000 active | compound autofluorescence, ex339/em460 nm, NADH buffer; hits give high values; 1 = no-compound wells, NADH background;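 active means at 10 µM, mean starting fluorescence two-fold or more over control wells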;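 further: signal is the first read of a kinetic run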
A340 absorber – compound light absorbance at 340 nm, profiling panel, artefact control, biochemical, MLSMR library, data from PS, PMK, MK assays. compound absorbance at 340 nm, fold over control. fold change at 10 µM. 65,000 tested, under 10 active;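 active means at 10 µM dose, initial 340 nm absorbance at least 2 fold that of control wells; inactive means change under 2 fold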;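 further: initial absorbance extrapolated from kinetic A340 decline of NADH oxidation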
Numbers without * were called inactive.

Screening CC(=O)c1c(N2CCCCC2)nc(=S)n(-c2ccccc2)c1C returned RORA act -1, TNAP act mid DEA 1, 5HT1a ag -1.5, MMP13 inh -2, 5-HT1A blocker -2, NADH coupling 0%, SF1 activator 2, Fluor 339 460 1.1 and A340 absorber 1.1.
C/C(=C1/SC(N2CCOCC2)=NC1=O)c1ccc(Br)cc1 was read as RORA act -2, TNAP act mid DEA 0.9, 5HT1a ag 0.8, MMP13 inh 6, 5-HT1A blocker -10, NADH coupling 9%, SF1 activator -3, Fluor 339 460 1 and A340 absorber 1.1.
For Cc1nc2ccccn2c1C(=O)NCCCN1CCOCC1 the results were RORA act -18, TNAP act mid DEA 0.9, 5HT1a ag -4.1, MMP13 inh 2, 5-HT1A blocker 7, NADH coupling 3%, SF1 activator -2, Fluor 339 460 1.1 and A340 absorber 1.
COc1ccc(C(=O)Nc2ccc(S(=O)(=O)Nc3onc(C)c3C)cc2)cc1OC was read as RORA act -10, TNAP act mid DEA 0.9, 5HT1a ag -4.5, MMP13 inh 1, 5-HT1A blocker 5, NADH coupling 5%, SF1 activator -3, Fluor 339 460 1.1 and A340 absorber 1.
`CC1CCCCC1N1CCN(C(=O)c2cccc(F)c2)CC1` (configuration not stated) gave RORA act 23, TNAP act mid DEA 0.9, 5HT1a ag 0.8, MMP13 inh 2, 5-HT1A blocker 5, NADH coupling 2%, SF1 activator 12, Fluor 339 460 1.1 and A340 absorber 1.
O=S(=O)(NC1CCCCC1NCc1ccco1)c1ccc(Cl)cc1 (configuration not stated) was read as RORA act -12, TNAP act mid DEA 0.9, 5HT1a ag -0.9, MMP13 inh 0, 5-HT1A blocker 0, NADH coupling 3%, SF1 activator 7, Fluor 339 460 1.1 and A340 absorber 1.
O=C(CN(C(=O)Cn1nnc(-c2cccs2)n1)c1ccc2c(c1)OCCO2)NC1CCCCC1 was read as RORA act -6, TNAP act mid DEA 0.9, 5HT1a ag -0.1, MMP13 inh 2, 5-HT1A blocker 14, NADH coupling 3%, SF1 activator -6, Fluor 339 460 1.1 and A340 absorber 1.
`CCOC(=O)C(C)Oc1ccc(C2NC(=O)NC(C)=C2C(=O)Nc2ccccc2C)cc1` (configuration not stated) gave RORA act 2, TNAP act mid DEA 0.9, 5HT1a ag -0.2, MMP13 inh 3, 5-HT1A blocker 9, NADH coupling 11%, SF1 activator -11, Fluor 339 460 1.1 and A340 absorber 1.
Screening Nc1nc(N2CCN(C/C=C/c3ccccc3)CC2)nc2ccccc12 returned RORA act -19, TNAP act mid DEA 0.9, 5HT1a ag 2.0, MMP13 inh -15, 5-HT1A blocker -3, NADH coupling 3%, SF1 activator -6, Fluor 339 460 1.4 and A340 absorber 0.97.
For CC(=O)N1CCN(CCN=CC2=C(O)CC(c3ccc(Cl)cc3)CC2=O)CC1 (configuration not stated) the results were RORA act -22, TNAP act mid DEA 1, 5HT1a ag -1.2, MMP13 inh -1, 5-HT1A blocker -21, NADH coupling 8%, SF1 activator -22, Fluor 339 460 1.1 and A340 absorber 1.
CCOc1cc(C(=O)N2CCN(c3ccccc3)CC2)cc(OCC)c1OCC was read as RORA act -18, TNAP act mid DEA 0.9, 5HT1a ag -0.1, MMP13 inh 2, 5-HT1A blocker -3, NADH coupling 2%, SF1 activator -26, Fluor 339 460 1 and A340 absorber 0.98.
Screening CN1CCC(NC(=O)Cc2c(F)cccc2Cl)CC1 returned RORA act -7, TNAP act mid DEA 0.9, 5HT1a ag -0.7, MMP13 inh 0, 5-HT1A blocker -6, NADH coupling 5%, SF1 activator 0, Fluor 339 460 1.1 and A340 absorber 1.1.
For COC(=O)c1[nH]c2ccc(C)cc2c1NS(=O)(=O)c1ccc(F)c(C)c1 the results were RORA act 0, TNAP act mid DEA 0.8, 5HT1a ag -0.7, MMP13 inh -6, 5-HT1A blocker -9, NADH coupling 3%, SF1 activator -4, Fluor 339 460 1.2 and A340 absorber 1.1.
`COc1ccc(-n2ncc3c(N4CCC(C(N)=O)CC4)ncnc32)cc1` gave RORA act -27, TNAP act mid DEA 1, 5HT1a ag -1.7, MMP13 inh -10, NADH coupling 4%, SF1 activator 5, Fluor 339 460 1.1 and A340 absorber 0.99.
`CN(C)CCN1C(=O)C(O)=C(C(=O)c2cc3ccccc3o2)C1c1ccc(N(C)C)cc1` (configuration not stated) gave RORA act 7, TNAP act mid DEA 0.9, 5HT1a ag 0.0, MMP13 inh -1, 5-HT1A blocker -4, NADH coupling 2%, SF1 activator 8, Fluor 339 460 1 and A340 absorber 1.
Screening CCOC(=O)C1=C(N)Oc2c(oc(CO)cc2=O)C1c1c(F)cccc1Cl (configuration not stated) returned RORA act -8, TNAP act mid DEA 1, 5HT1a ag 0.2, MMP13 inh 2, 5-HT1A blocker -11, NADH coupling 4%, SF1 activator 0, Fluor 339 460 1 and A340 absorber 0.99.
Screening CN(C)S(=O)(=O)c1ccc(C(=O)N2CCCC2c2nc3ccccc3s2)cc1 (configuration not stated) returned RORA act 14, TNAP act mid DEA 0.9, 5HT1a ag -2.1, MMP13 inh 6, 5-HT1A blocker -3, NADH coupling 1%, SF1 activator -2, Fluor 339 460 1 and A340 absorber 1.
For COc1ccc(N2CSC3=C(C#N)C(c4cc(OC)ccc4OC)CC(=O)N3C2)c(OC)c1 (configuration not stated) the results were RORA act -1, TNAP act mid DEA 1, 5HT1a ag -0.9, MMP13 inh -4, 5-HT1A blocker 14, NADH coupling 12%, SF1 activator 8, Fluor 339 460 1 and A340 absorber 1.1.
CCC(C)(C(=O)NC1CCCCC1)N(C(=O)c1cnccn1)c1c(C)n(C)n(-c2ccccc2)c1=O (configuration not stated) was read as RORA act -1, TNAP act mid DEA 0.9, 5HT1a ag -1.5, MMP13 inh -1, 5-HT1A blocker -7, NADH coupling 2%, SF1 activator 6, Fluor 339 460 0.98 and A340 absorber 0.97.
Screening CCCCSC1=C(C#N)C(c2ccccc2C)CC(=O)N1 (configuration not stated) returned RORA act -4, TNAP act mid DEA 0.9, 5HT1a ag -4.5, MMP13 inh 5, 5-HT1A blocker 9, NADH coupling 2%, SF1 activator -2, Fluor 339 460 1.1 and A340 absorber 1.
O=C(Nc1ccc2c(c1)OCO2)C(c1ccc(Cl)cc1)N1CCN(C(=O)c2ccco2)CC1 (configuration not stated) was read as RORA act 12, TNAP act mid DEA 1, 5HT1a ag 0.1, MMP13 inh -5, 5-HT1A blocker 17, NADH coupling 3%, SF1 activator 25, Fluor 339 460 1 and A340 absorber 0.98.
`O=S(=O)(c1ccccc1)N(CC(O)CN1CCCCC1)c1ccccc1` (configuration not stated) gave RORA act -10, TNAP act mid DEA 0.9, 5HT1a ag 2.8, MMP13 inh -8, NADH coupling 2%, SF1 activator -5, Fluor 339 460 1.1 and A340 absorber 1.
`CSCc1nnc(NC(=O)c2ccc(S(=O)(=O)N(CC(C)C)CC(C)C)cc2)o1` gave RORA act -15, TNAP act mid DEA 0.9, 5HT1a ag -0.4, MMP13 inh 0, 5-HT1A blocker 2, NADH coupling 7%, SF1 activator -48, Fluor 339 460 1.1 and A340 absorber 0.99.
`COc1ccccc1N1CCN(C(=O)c2oc3ccccc3c2C)CC1` gave RORA act -19, TNAP act mid DEA 1, 5HT1a ag -0.7, MMP13 inh 3, 5-HT1A blocker 7, NADH coupling 5%, SF1 activator -13, Fluor 339 460 0.98 and A340 absorber 1.
`Cc1ccc(C)c(NS(=O)(=O)c2c(C)nn(C)c2C)c1` gave RORA act -15, TNAP act mid DEA 0.9, 5HT1a ag -0.3, MMP13 inh -1, 5-HT1A blocker 6, NADH coupling 7%, SF1 activator 13, Fluor 339 460 1.1 and A340 absorber 1.
For O=C(Nc1ccc(Cl)cc1)N(Cc1cccs1)Cc1cccs1 the results were RORA act -7, TNAP act mid DEA 1, 5HT1a ag -2.5, MMP13 inh 2, 5-HT1A blocker 25, NADH coupling 3%, SF1 activator 9, Fluor 339 460 1.1 and A340 absorber 1.
O=C(NCc1cccs1)C1CC(=O)N(c2ccccc2)C1 (configuration not stated) was read as RORA act -7, TNAP act mid DEA 0.9, 5HT1a ag -0.8, MMP13 inh -1, 5-HT1A blocker 0, NADH coupling 3%, SF1 activator -4, Fluor 339 460 1.1 and A340 absorber 0.99.
For Cn1c(SCCS(=O)(=O)c2ccc(Cl)cc2)nnc1-c1ccccc1 the results were RORA act 1, TNAP act mid DEA 0.9, 5HT1a ag -2.8, MMP13 inh -2, 5-HT1A blocker -9, NADH coupling 4%, SF1 activator -10, Fluor 339 460 1 and A340 absorber 1.
Screening c1cncc(-c2nn[nH]n2)c1 returned RORA act 7, TNAP act mid DEA 0.9, 5HT1a ag -1.0, MMP13 inh 0, 5-HT1A blocker 11, NADH coupling 6%, SF1 activator 5, Fluor 339 460 1 and A340 absorber 0.98.
OC1(C2(O)CC(c3ccccc3)ON2)CCCCC1 (configuration not stated) was read as RORA act -26, TNAP act mid DEA 0.9, 5HT1a ag 1.5, MMP13 inh 2, NADH coupling 4%, SF1 activator 5, Fluor 339 460 1 and A340 absorber 1.
For CCCCCn1c(CN2CCN(Cc3ccccc3)CC2)nc2c1c(=O)n(C)c(=O)n2C the results were RORA act -12, TNAP act mid DEA 1, 5HT1a ag 0.0, MMP13 inh 4, 5-HT1A blocker 1, NADH coupling 5%, SF1 activator -19, Fluor 339 460 1.1 and A340 absorber 1.
`CNC(=O)c1ccc(N(Cc2ccccc2C)S(C)(=O)=O)cc1` gave RORA act -9, TNAP act mid DEA 0.8, 5HT1a ag -0.8, MMP13 inh 0, 5-HT1A blocker -5, NADH coupling 3%, SF1 activator -3, Fluor 339 460 1.1 and A340 absorber 0.99.

Some of these compounds in order of molecular weight, lowest first:
`Cc1ccc(C)c(NS(=O)(=O)c2c(C)nn(C)c2C)c1` gave RORA act -15, TNAP act mid DEA 0.9, 5HT1a ag -0.3, MMP13 inh -1, 5-HT1A blocker 6, NADH coupling 7%, SF1 activator 13, Fluor 339 460 1.1 and A340 absorber 1.
Screening CCOC(=O)C1=C(N)Oc2c(oc(CO)cc2=O)C1c1c(F)cccc1Cl (configuration not stated) returned RORA act -8, TNAP act mid DEA 1, 5HT1a ag 0.2, MMP13 inh 2, 5-HT1A blocker -11, NADH coupling 4%, SF1 activator 0, Fluor 339 460 1 and A340 absorber 0.99.
`CSCc1nnc(NC(=O)c2ccc(S(=O)(=O)N(CC(C)C)CC(C)C)cc2)o1` gave RORA act -15, TNAP act mid DEA 0.9, 5HT1a ag -0.4, MMP13 inh 0, 5-HT1A blocker 2, NADH coupling 7%, SF1 activator -48, Fluor 339 460 1.1 and A340 absorber 0.99.
For COc1ccc(N2CSC3=C(C#N)C(c4cc(OC)ccc4OC)CC(=O)N3C2)c(OC)c1 (configuration not stated) the results were RORA act -1, TNAP act mid DEA 1, 5HT1a ag -0.9, MMP13 inh -4, 5-HT1A blocker 14, NADH coupling 12%, SF1 activator 8, Fluor 339 460 1 and A340 absorber 1.1.
